Screening data as filed in PubChem.
DAGLB inhibitor = blocks human DAGLB lipase activity | Q8NCG7 | HEK293T DAGLB membrane lysate, EnzChek fluorogenic substrate | inhibition, % at 5.17 µM | hit rate 0.059% among 340,000 | AID 504411; in the data active = inhibition above about 34%;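 also: 0% = enzyme with vehicle and 100% = wells lacking enzyme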
Rtt109 Vps75 = C. albicans Rtt109 histone acetyltransferase inhibition. Q5AAJ8. purified Rtt109/Vps75, ThioGlo CoA-SH fluorescence, 4 h. inhibition, % at 34.9 µM. hit rate 0.16% among 330,000;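 active = inhibition of at least 50% in every replicate; inconclusive = best replicate reaches 50% inhibition but some replicates fall short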
Keap1-Nrf2 PPI = inhibitors of human Keap1-Nrf2 protein-protein interaction; Keap1 Kelch-Nrf2 peptide fluorescence polarization, 1536-well; inhibition, % at 9.4 µM; hit rate 0.15% among 340,000; AID 504523; in the data active = inhibition above about 12%; inconclusive = no clear call, values can overlap the other calls; inactive = below about 7.3%;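 also: human Keap1 Kelch domain with fluorescein labeled Nrf2 9mer peptide probe; 0% = neutral control wells and 100% = peptide positive control; higher means more block of Keap1 binding to Nrf2 peptide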
Target sequence (Q14145 whole entry, looked up, the tested form may be a part): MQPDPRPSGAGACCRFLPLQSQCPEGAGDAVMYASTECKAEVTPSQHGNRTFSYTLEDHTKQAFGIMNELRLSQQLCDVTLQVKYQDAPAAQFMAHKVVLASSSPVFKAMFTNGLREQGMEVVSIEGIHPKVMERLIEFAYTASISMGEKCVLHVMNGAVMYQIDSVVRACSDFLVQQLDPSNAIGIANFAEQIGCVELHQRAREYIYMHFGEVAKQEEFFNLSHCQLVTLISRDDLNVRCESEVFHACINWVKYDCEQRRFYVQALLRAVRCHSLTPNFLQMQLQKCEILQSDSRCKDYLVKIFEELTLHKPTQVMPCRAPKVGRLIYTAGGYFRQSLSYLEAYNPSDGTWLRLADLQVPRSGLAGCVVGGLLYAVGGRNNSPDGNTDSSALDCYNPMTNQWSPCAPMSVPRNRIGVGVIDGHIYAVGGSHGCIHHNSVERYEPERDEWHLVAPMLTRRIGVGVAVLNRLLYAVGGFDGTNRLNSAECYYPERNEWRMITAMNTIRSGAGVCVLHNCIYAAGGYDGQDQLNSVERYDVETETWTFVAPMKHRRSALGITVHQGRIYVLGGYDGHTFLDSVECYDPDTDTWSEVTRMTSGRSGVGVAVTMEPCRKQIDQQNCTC
SR-BI uptake up = enhances SR-BI lipid uptake from DiI-HDL; CHO ldlA[mSR-BI] cells, DiI-HDL uptake fluorescence, 3 h; 100 = double the neutral-control signal; activation, % at 12.5 µM; hit rate 0.096% among 320,000; AID 504775;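 active = mean replicate activation of at least 60% and every replicate at or above 60%; inconclusive = mean or all-replicate condition met, but not both; inactive = mean below 60% and not all replicates reaching 60%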;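 also: 0% = median plate neutral-control signal and 100% = twice that signal; values of inactives mirror those of a sister screen read the other way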
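Test system: SR-BI-overexpressing, LDLR-lacking CHO cells. Measured by: DiI fluorescence, bottom read. Medium: Ham's F12 with 0.5% BSA, HEPES 25 mM, pH 7.4. Timing: 3 h uptake period with compound, 37 °C.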
Cardiac RTF inh = cardiac RTF calcium desensitization. P19429+P45379. IANBD-labeled cardiac RTF, Ca2+ fluorescence. inhibition, % at 7.15 µM. hit rate 0.12% among 340,000;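 active = inhibition above the mean inhibition of all tested compounds plus 3 SD, cut at about 17% in these data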;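 also: assay run at fixed EC70 calcium of 1.6 mM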
LANA DNA inh = inhibitors of KSHV LANA C-terminal domain DNA binding; inhibition, % at 9 µM; hit rate 0.078% among 340,000; MBP-C-LANA/FAM-LBS DNA binding, fluorescence polarization;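 active = highest replicate inhibition at or above 60% at 9 µM, even if other replicates fall short; inactive = all replicates below 60% inhibition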;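 also: 0% = neutral control wells and 100% = 4 µM acridine orange control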
PKA-R2B activ = PKA-R2B complex activation; activation, % at 11.4 µM; hit rate 0.079% among 340,000; P22694+P31323; PKA-R2B holoenzyme dissociation, Cy5-IP20 fluorescence polarization; R2B truncated from residue 108, S112A mutant; 0% DMSO only, 100% 113 µM cGMP; AID 504700;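 active = activation above a cutoff set at the mean over all compounds plus 3 SD, cut at about 18% in these data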;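 also: higher means more holoenzyme dissociation and a rise in polarization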
Target sequence (P31323 whole entry, looked up, other chains not shown, the tested form may be a part): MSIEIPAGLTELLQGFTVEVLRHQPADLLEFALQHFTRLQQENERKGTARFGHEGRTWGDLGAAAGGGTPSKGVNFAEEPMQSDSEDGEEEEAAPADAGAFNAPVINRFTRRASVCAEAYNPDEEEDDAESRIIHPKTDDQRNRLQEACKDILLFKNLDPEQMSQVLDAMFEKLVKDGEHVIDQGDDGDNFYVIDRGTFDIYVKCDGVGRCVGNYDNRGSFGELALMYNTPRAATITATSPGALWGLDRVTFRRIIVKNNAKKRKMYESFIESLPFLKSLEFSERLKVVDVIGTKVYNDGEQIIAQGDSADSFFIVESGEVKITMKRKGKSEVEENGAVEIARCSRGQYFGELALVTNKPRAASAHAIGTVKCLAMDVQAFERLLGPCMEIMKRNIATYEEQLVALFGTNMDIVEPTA
CAL PDZ FP-1 = CAL PDZ (human) peptide binding inhibition | hit rate 0.92% among 300,000 | inhibition, % at 24.9 µM | purified CAL PDZ, TMR-peptide fluorescence polarization, 1 h | Q9HD26 | AID 602252;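 active = mean inhibition of at least 30% with at least half of replicates also reaching 30%; inconclusive = no clear call, values can overlap the other calls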;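 also: 0% = DMSO neutral control and 100% = excess unlabeled competitor peptide PRC23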
RTF Ca sens act = cardiac RTF calcium sensitization; P19429+P45379; IANBD-labeled TnC RTF fluorescence at EC20 calcium; 0% EC20 calcium, 100% full calcium; activation, % at 7.2 µM; hit rate 0.24% among 340,000; AID 493008;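 active = activation above the mean over all tested compounds plus 3 SD, cut at about 30% in these data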;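 also: rise in fluorescence read as greater calcium sensitivity of cardiac thin filaments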
CAL PDZ FP-2 = blocks peptide binding to human CAL PDZ domain; Q9HD26; hit rate 0.02% among 330,000; AID 504414; purified CAL PDZ, TMR-peptide fluorescence polarization, 1 h; inhibition, % at 20 µM;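 active = highest replicate inhibition of at least 40%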;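 also: plate controls were DMSO neutral control wells for no effect and unlabeled competitor peptide control wells for full effect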
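Test system: purified CerCALP PDZ construct; Compound dosing: one concentration, 20 µM compound; Also added: TMR-labelled reporter peptide T*-PRC34 bound in PDZ groove; Read-out: inhibition from polarization loss; Controls: unlabelled peptide and DMSO controls; Signal: FP readout, S and P plane fluorescence; Incubation: 1 h at RT.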
* hit, by the source's call; ? = inconclusive; . = no result given.

SMILES	DAGLB inhibitor	Rtt109 Vps75	Keap1-Nrf2 PPI	SR-BI uptake up	Cardiac RTF inh	LANA DNA inh	PKA-R2B activ	CAL PDZ FP-1	RTF Ca sens act	CAL PDZ FP-2
CC1CCN(c2oc(Cc3cccc4ccccc34)nc2C#N)CC1	-14	-2	-5	?	5	1.8	-20	-2	-1	0.2
CCCCOC(=O)c1ccc(NC(c2ccc(C)cc2)P(=O)(OC)OC)cc1 (stereo not given)	0	-2	2	-14	16	-0.4	-6	-4	0	-0.4
NC(=O)c1cc([N+](=O)[O-])ccc1NCc1ccc(C(=O)O)cc1	2	13	-5	-7	-1	0.7	3	-4	1	-1.2
CCn1c(C(C)C)n[nH]c1=S	0	1	-1	14	-14	-0.2	-9	3	4	0.2
NC1=NC(c2cccc(Cl)c2)N(CCc2ccc(F)cc2)C(N)=N1 (stereo not given)	-1	-4	-2	7	-16	-0.2	-1	-6	6	-3.2
CC(=O)c1sc(NC(=O)C(C)(C)C)nc1C	1	-10	0	19	-10	-0.8	-9	4	2	-0.9
Cc1ccc2nc(SCC(=O)c3ccc(O)cc3O)[nH]c2c1	-2	2	-5	.	-22	-1.2	-6	-2	4	-2.2
Cc1ccc(CNc2ccc([N+](=O)[O-])cc2C(N)=O)cc1	1	-9	-6	15	1	-1.1	-7	-1	-1	-0.3
O=C1NC(Nc2ccccn2)(C(F)(F)F)C(=O)N1c1ccc(F)cc1 (stereo not given)	2	29	-3	13	1	2.0	-3	-20	10	-1.6
COc1ccc(CCNC(=O)CSC2=NS(=O)(=O)c3ccccc3N2)cc1OC	1	18	-5	7	-1	1.0	-1	-1	2	-3.4
Nc1nnc(SCC(=O)Nc2ccc(N3CCOCC3)cc2)s1	0	-3	-1	9	-7	1.2	11	-4	0	-2.3
C[C@]12C(=O)N(c3cccc(Cl)c3)C(=O)N1[C@H]1c3ccccc3OC[C@@H]1[C@H]2c1ccccc1	-10	-3	0	11	0	0.7	2	-2	-8	-0.6
Cc1cccc2cc(CN(CCN3CCOCC3)C(=O)NCc3ccccc3)c(=O)[nH]c12	5	-3	2	0	9	0.7	-1	-4	7	-1.1
CCC1CCc2sc(C(=O)O)cc2C1 (stereo not given)	-1	-7	-1	33	-5	1.1	8	-1	-1	1.0
CCOc1ccc2nc3ccc4[nH]onc4c3c2c1	-2	-6	-3	-21	-4	3.3	-10	-2	5	-2.7
CCOP(=O)(OCC)c1ccc2ccc3ccccc3c(=O)c2c1	-4	3	1	-38	6	-1.3	1	-1	0	-1.2
CCC(C)Nc1nc(N)c([N+](=O)[O-])c(Nc2cc(OC)ccc2OC)n1 (stereo not given)	2	0	-3	-36	-2	1.2	-2	-5	3	2.0
CC1(C)CC(=O)C2=C(C1)OC(N)=C(C#N)C2C#Cc1ccccc1 (stereo not given)	1	-2	-5	.	-19	0.6	-10	-8	3	-2.9
CCC(c1nnnn1C(C)(C)C)N1CCN(C(=O)c2ccco2)CC1 (stereo not given)	-2	7	-8	12	-4	0.3	0	-5	1	-1.7
O=C(O)c1ccc(NS(=O)(=O)c2ccc(Cl)c(Cl)c2)cc1O	3	-1	-10	28	-10	0.0	0	-7	4	-3.4

Two records drawn at random from the list so far:
SMILES	DAGLB inhibitor	Rtt109 Vps75	Keap1-Nrf2 PPI	SR-BI uptake up	Cardiac RTF inh	LANA DNA inh	PKA-R2B activ	CAL PDZ FP-1	RTF Ca sens act	CAL PDZ FP-2
CC1(C)CC(=O)C2=C(C1)OC(N)=C(C#N)C2C#Cc1ccccc1 (stereo not given)	1	-2	-5	.	-19	0.6	-10	-8	3	-2.9
O=C(O)c1ccc(NS(=O)(=O)c2ccc(Cl)c(Cl)c2)cc1O	3	-1	-10	28	-10	0.0	0	-7	4	-3.4

Carrying on.
SMILES	DAGLB inhibitor	Rtt109 Vps75	Keap1-Nrf2 PPI	SR-BI uptake up	Cardiac RTF inh	LANA DNA inh	PKA-R2B activ	CAL PDZ FP-1	RTF Ca sens act	CAL PDZ FP-2
C=CCN(CC=C)S(=O)(=O)c1ccc(C(=O)Nc2nc3c(s2)CCc2ccccc2-3)cc1	-6	-4	3	-56	1	-1.3	3	0	-1	-1.3
CC(=O)OCCN1CCN(C(=O)CN2C(=O)NC(c3ccccc3)(c3ccccc3)C2=O)CC1	-1	5	-1	12	-8	-0.2	2	-3	-1	0.1
CC(C)CCNC(=O)c1cccnc1Sc1ccccc1	2	-3	0	20	1	1.6	-3	-2	-5	-2.0
CCCCn1c(SCC(=O)NCc2ccccc2)nc2ccc(N3CCOCC3)cc2c1=O	-1	-31	-4	22	2	-0.4	3	2	-1	0.2
COc1ccc(C)cc1NC(=O)COC(=O)c1ccc(OCc2ccc(Cl)cc2Cl)c(OC)c1	-2	6	-4	28	-5	-0.7	-14	-5	-5	-0.5
CC1CCCCC1NC(=O)c1cc2c(s1)CS(=O)(=O)C2 (stereo not given)	-1	0	4	-4	-17	0.1	1	3	-1	-1.3
CCC(=O)NCCc1nc2cc(NC(=O)c3ccco3)ccc2n1C	0	8	1	4	5	-1.0	1	-9	-12	-2.2
COc1ccc(C(=O)c2ccc([N+](=O)[O-])cc2)cc1S(=O)(=O)N1CCC(C(=O)O)CC1	2	1	1	0	6	-0.9	-12	-9	-6	-1.2
CCCn1c(N2CCN(CC(=O)Nc3ccc4c(c3)OCCO4)CC2)nc2ccccc21	4	4	0	-22	-10	0.4	1	0	8	-2.7
O=C1OC(c2cccs2)=N/C1=C\c1ccc(-c2cccc(Cl)c2)o1	8	?	-4	33	-2	-0.3	-7	-6	4	.
Nc1nc(SCC(=O)c2ccc(Br)s2)n[nH]1	.	-10	-4	641*	.	-1.5	.	2	.	-0.2
CC(C)c1ccc(NC(=O)CN2CCN(c3ccccn3)CC2)cc1	-3	-4	-4	-7	2	0.6	2	-3	9	.
CCOC(=O)c1c(OCCO)noc1N	-1	1	5	7	-4	-1.4	7	3	-2	0.2
CCOc1ccc(CN2CCC(C(=O)N3CCN(c4ccccc4F)CC3)CC2)cc1OC	2	-7	0	-4	-9	-0.4	6	-1	2	-0.1
O=C1c2cccnc2C(=O)N1Cc1ccco1	3	-5	-1	24	-1	-1.0	17	-1	-4	.
Cc1nc(N2CCCC2)c2ccsc2n1	0	-8	-1	4	-8	-0.3	-2	-4	0	-0.4
CC(=O)c1cccc(-c2ccc3c(=O)[nH]c(Nc4ccccc4)cc3c2)c1	-9	-3	-1	-50	1	5.7	4	-5	-1	0.9
C[C@H](CO)N1C[C@H](C)[C@@H](CN(C)C(=O)Nc2ccc(C(F)(F)F)cc2)Oc2ccc(NC(=O)CCC(F)(F)F)cc2C1=O	-6	17	0	-22	1	3.7	-13	0	-12	-0.3
Cc1cc(C)n2cc(CSc3nnc(-c4ccccc4)c(-c4ccccc4)n3)nc2n1	-4	-9	-5	.	-10	1.5	-10	4	-1	-1.8
CC1CCCN(C(=O)c2cc3ccccc3cc2O)C1 (stereo not given)	-3	10	0	-5	-11	-0.3	1	-1	1	-2.3
C=CCOc1c(CCC)cc(CCC)cc1C(N)=O	-7	9	-1	-5	11	0.5	-15	-6	3	-1.1
Cc1ccc(C2SCC(=O)N2Cc2ccccc2)cc1 (stereo not given)	-3	-6	1	1	-8	-1.0	-3	-2	-5	-0.5
CCCCC(C(=O)O)C(C)CC(=O)Nc1nccs1 (stereo not given)	1	1	1	17	-5	-0.9	-4	-1	1	-2.3
CCOc1ccc(OCc2nnc(SCC(=O)NC3CCS(=O)(=O)C3)n2-c2ccc(Cl)cc2)cc1 (stereo not given)	-1	5	4	-14	-30	-0.7	2	5	-3	-1.2
Cc1ccc(NC(=O)CNC(=O)c2sc3ccccc3c2Cl)nc1	0	3	-4	-7	-6	0.2	-15	-3	-12	-2.2
O=C(NCc1ccco1)c1ccc(C(F)(F)F)cc1	.	-2	1	18	.	1.7	.	0	.	-0.9
C/C(=N\NC(=O)c1c(Cl)c(C)nn1C)c1cccc(NC(=O)COc2ccccc2)c1	1	0	-1	-62	-2	-0.4	0	-1	-6	-0.8
O=c1[nH]c2ccc(S(=O)(=O)N3CCCCC3)cc2[nH]c1=O	4	-7	1	0	1	0.7	-3	2	2	0.3
Cc1cc(C)cc(N2CN=c3s/c(=C\c4ccco4)c(=O)n3C2)c1	-4	14	1	-61	-34	0.6	-1	2	-4	0.4
CC(=O)Nc1ccc(NC(=O)C(C)OC(=O)CNS(=O)(=O)c2ccc(Br)cc2Cl)cc1 (stereo not given)	2	0	-1	4	-8	-1.0	-11	-3	-1	-1.7
Cc1ccc(-c2nc(CS(=O)(=O)CC(=O)N3CCOCC3)c(C)o2)cc1	1	-3	0	-8	1	2.2	-9	-1	-6	-1.5
Cc1cc(F)ccc1S(=O)(=O)N(C(=O)c1ccncc1)c1ccc(OC(=O)c2ccncc2)cc1	.	22	-6	25	.	-2.3	.	5	.	-0.7
O=C(COc1ncnc2ccccc12)NCCc1ccc(F)cc1	0	-14	1	-11	-9	-1.4	-10	0	-2	-0.6
COc1cccc(C2CN(c3ccc(F)cc3F)N=C2c2cccs2)c1OC (stereo not given)	-12	-90	-5	-21	0	-1.1	-2	-5	2	.
CCOC(=O)c1c(NC(=O)c2cccs2)sc2c1CCN(C(=O)OCC)C2	-5	-38	1	-56	0	1.1	0	-3	-2	-0.2
CCc1ccc2c(c1)c1nc(C)sc1n2CC	0	0	-1	-15	-1	1.2	-5	0	2	0.1
COc1ccc(NC(=O)C2CCN(S(=O)(=O)c3ccc(OC)c(OC)c3)CC2)c(OC)c1	1	31	-1	4	0	0.1	-3	-16	2	-1.0
CCOc1ccc(NC(=O)CC2C(=O)N(CC)C(=S)N2CCN2CCOCC2)cc1 (stereo not given)	-3	0	-1	29	-4	-0.3	-8	8	3	-1.9
COc1ccc(C(=O)OCC(=O)c2ccc(Cl)s2)c(OC)c1OC	-2	-4	-1	-5	-7	0.6	-20	0	-5	-2.4
OCC1(CCCc2ccccc2)CCN(Cc2ccc(F)cc2)CC1	2	.	-1	4	1	-0.3	-3	-3	-8	-2.2
C/C(=N/NC(=O)CN1CCN(Cc2ccccc2Cl)CC1)c1cccnc1	2	-1	-3	16	3	1.1	-9	.	2	-0.5
C/C(=N\O)C(C)/[N+]([O-])=C/c1nc(C)c(C)n1O (stereo not given)	3	4	0	29	7	1.0	-8	-5	3	-1.7
O=c1c2ccccc2oc2cc(OCc3ccc(F)cc3)cc(O)c12	-2	-1	-3	-47	-8	-1.9	-4	0	-5	-0.1
CCCCOC(=O)C1=C(C)Nc2ncnn2C1c1cc(OC)c(OC)cc1OC (stereo not given)	1	-8	1	5	-4	-0.7	-1	.	-4	-1.3
